# Assay outcomes as filed in PubChem.
# MCL1-BIM inh: disrupts human MCL1 binding to BIM-BH3 peptide; Q07820; inhibition, % at 10.9 µM; hit rate 0.68% among 320,000; GST-MCL1 / FITC-Bim-BH3 fluorescence polarization;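 active means inhibition above the mean inhibition of all tested compounds plus 3 SD, set per campaign, cut at about 40% in these data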;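 further: 0% = DMSO wells and 100% = unlabeled Bim-BH3 peptide control; higher means more loss of mP so more displacement of Bim peptide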
# Target sequence (Q07820 whole entry, looked up): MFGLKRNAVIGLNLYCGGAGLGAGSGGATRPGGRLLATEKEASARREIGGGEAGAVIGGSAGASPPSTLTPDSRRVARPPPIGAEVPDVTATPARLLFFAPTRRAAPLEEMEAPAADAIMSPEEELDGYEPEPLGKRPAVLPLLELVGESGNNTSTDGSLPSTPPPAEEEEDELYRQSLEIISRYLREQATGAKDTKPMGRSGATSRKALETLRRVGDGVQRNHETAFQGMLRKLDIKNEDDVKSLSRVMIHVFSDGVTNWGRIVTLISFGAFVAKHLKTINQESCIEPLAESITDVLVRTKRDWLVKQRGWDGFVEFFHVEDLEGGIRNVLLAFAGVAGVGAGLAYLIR
# Fam108B counter: blocks mouse Fam108B hydrolase in RBBP9 counter-screen. recombinant Fam108B, FP-Rh probe fluorescence polarization. inhibition, % at 9.51 µM. hit rate 0.33% among 300,000. AID 1947;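 active means inhibition above the screen mean inhibition plus 3 SD, computed separately per campaign, cut at about 18% in these data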;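 further: inhibitors lower polarization as less probe binds the enzyme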
# GLD-1 TGE inh: GLD-1-TGE RNA interaction inhibition (C. elegans); Q17339; purified GLD-1 + fluorescein TGE RNA, fluorescence polarization; inhibition, % at 5.96 µM; hit rate 0.44% among 320,000;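 active means percent inhibition above a per-plate cutoff, the plate mean of test compounds plus 3 SD, cut at about 30% in these data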;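 further: 0% = DMSO wells with GLD-1 and probe and 100% = wells lacking GLD-1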
# VLA-4 inh: inhibition in a human VLA-4 binding assay; P13612; VLA-4 expressing cells, ligand binding flow cytometry; hit rate 0.2% among 330,000; inhibition, % (about 7 µM as worked out from the volumes in the protocol); in the data active means inhibition above about 50%
# MEX-5 binding: C. elegans MEX-5 TCR-2 RNA binding activity. Q9XUB2. hit rate 0.38% among 300,000. MEX-5/FITC-TCR2 RNA binding, fluorescence polarization; active compounds read low. AID 1832. activity score (negative = inhibition of binding), % at 10 µM;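 active means inhibition past about -25% in most replicates, and total fluorescence under double the plate's negative control median, limit read from the data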;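 further: 0% = DMSO and -100% = 5 µM competing unlabeled TCR2 RNA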
# Target sequence (Q9XUB2 whole entry, looked up): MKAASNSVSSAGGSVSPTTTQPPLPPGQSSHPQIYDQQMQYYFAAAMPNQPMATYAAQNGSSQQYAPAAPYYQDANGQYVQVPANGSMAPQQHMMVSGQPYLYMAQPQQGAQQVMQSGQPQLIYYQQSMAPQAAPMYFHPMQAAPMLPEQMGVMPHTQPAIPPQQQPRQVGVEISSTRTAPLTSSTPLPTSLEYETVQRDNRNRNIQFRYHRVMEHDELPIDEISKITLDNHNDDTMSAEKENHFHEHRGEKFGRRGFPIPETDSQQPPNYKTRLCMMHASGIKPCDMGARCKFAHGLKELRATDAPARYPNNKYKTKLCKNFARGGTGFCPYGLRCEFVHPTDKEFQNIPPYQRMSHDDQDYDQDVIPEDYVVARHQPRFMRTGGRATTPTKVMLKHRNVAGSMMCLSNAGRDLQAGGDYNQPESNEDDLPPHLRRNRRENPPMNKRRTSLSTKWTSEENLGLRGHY
# AGP1-GFP MLPCN: alters AGP1-GFP fluorescence in TOR pathway yeast screen; S. cerevisiae AGP1-GFP multiplex flow cytometry, 3 h; GFP as percent of DMSO wells; GFP response vs DMSO, % at 10 µM; hit rate 0.02% among 320,000;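 active means GFP response relative to DMSO above a set limit, near screen average plus 3 SD, cut at about 150% in these data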;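 further: median GFP channel fluorescence of the gated AGP1 strain per well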
# CIT2-GFP yeast: alters CIT2-GFP fluorescence in TOR pathway yeast screen | GFP response vs DMSO, % at 10 µM | hit rate 0.065% among 320,000 | AID 2029 | S. cerevisiae CIT2-GFP strain, flow cytometry, 3 h; 100 means same as DMSO wells;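 active means GFP response relative to DMSO above a set limit, near the screen mean plus 3 SD, cut at about 150% in these data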;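 further: ratio of well median GFP fluorescence to mean of DMSO wells on the plate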
# Bcl-xL primary: inhibitors of human Bcl-xL; Q07817; GST-Bcl-xL / FITC-Bim BH3 peptide fluorescence polarization; inhibition, % at 10.9 µM; hit rate 0.7% among 320,000; AID 2129;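 active means inhibition above the mean of all tested compounds plus 3 SD, cutoff set per campaign, cut at about 30% in these data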;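 further: 0% = DMSO wells and 100% = unlabeled Bim-BH3 peptide competitor; inhibitors lower millipolarization by displacing the labeled peptide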
# Target sequence (Q07817 whole entry, looked up): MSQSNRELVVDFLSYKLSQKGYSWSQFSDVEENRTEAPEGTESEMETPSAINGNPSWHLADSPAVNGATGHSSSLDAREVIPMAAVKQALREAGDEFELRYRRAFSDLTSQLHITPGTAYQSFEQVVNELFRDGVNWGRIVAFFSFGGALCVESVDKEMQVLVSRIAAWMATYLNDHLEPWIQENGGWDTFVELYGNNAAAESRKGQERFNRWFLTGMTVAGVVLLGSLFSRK
# GRK2 aptamer HTS: blocks RNA aptamer binding to human GRK2; P25098; bead flow cytometry, FAM-aptamer displacement from GRK2; inhibition of aptamer binding, % at 10 µM; hit rate 0.59% among 330,000;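 active means inhibition of aptamer binding above 40%, roughly 3 SD of noise, on plates passing a quality check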;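 further: median bead fluorescence of bound FAM aptamer so fluorescent compounds give negative values; no value below 0 was filed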
# Starred values were filed as active, the others as inactive; i = inactive; . = not tested or not shown. No enrichment for hits; 2.2% or so of the library scored in one or more.
SMILES,MCL1-BIM inh,Fam108B counter,GLD-1 TGE inh,VLA-4 inh,MEX-5 binding,AGP1-GFP MLPCN,CIT2-GFP yeast,Bcl-xL primary,GRK2 aptamer HTS
CCN1C(=O)[C@@H]2[C@@H](c3ccc(-c4ccc(OC)cc4)cc3)N3CCC[C@@]3(C(=O)OC)[C@@H]2C1=O,7,0,3,3,0.4,76,67,1,3
CC(/C=N/NC(=O)c1cnccn1)=C\c1ccco1,5,2,7,-1,-14,92,93,4,7
Cc1cccc(C)c1NC(=O)C1(N(Cc2ccco2)C(=O)CC2NC(=O)NC2=O)CCCCC1 (stereo unspecified),-1,-2,5,10,1.4,99,85,0,2
NC(=O)COC(=O)CCSc1ccc(Cl)cc1,0,5,-2,4,0.3,101,101,2,4
O=c1[nH]c2cc3c(cc2cc1C(c1nnnn1Cc1ccccc1)N1CCCc2ccccc21)OCO3 (stereo unspecified),8,-1,4,1,-1.0,101,100,3,1
O=C(O)CCNC(=O)C12CC3CC(CC(C3)C1)C2,0,1,1,-4,2.5,99,106,-1,0
COc1ccc(N(CC(=O)Nc2ccc3c(c2)OCO3)S(=O)(=O)c2c(C)nn(C)c2C)cc1,2,-1,3,0,1.6,102,113,3,0
O=C(N/N=C/C=C/c1ccccc1[N+](=O)[O-])c1ccncc1,-1,5,2,6,-0.6,109,105,1,1
O=C(CCc1ccccc1)Nc1ccc2ccccc2n1,5,-2,4,2,1.5,96,90,4,8
CSc1ccccc1C(=O)NCCCOC(C)C,5,6,-6,.,1.8,99,109,1,0
CCOC(=O)N1CCC(NC(=O)c2cnn3cccnc23)CC1,-1,2,2,4,.,97,91,8,0
Cn1cc(CN2CCCC(C(=O)c3cccs3)C2)c(-c2cccc(Cl)c2)n1 (stereo unspecified),-1,0,8,6,2.0,95,98,-1,0
CNc1nc(-c2ccc3c(c2)CCN3C(=O)CC(C)(C)C)c(C)s1,-7,1,-3,5,0.7,99,90,-10,6
CC1(C)C(=O)OC(/C=C\c2ccccc2)C(C)(C)C1=O (stereo unspecified),-6,5,9,i,1.7,95,.,7,0
Cc1nc2ccccc2n1C1CCN(CC(=O)NCc2ccc(F)cc2)CC1,2,11,-2,21,-3.1,102,105,7,3
Cc1ccc2[nH]c3c(c2c1)CN(C(=O)CN1CCN(c2cccc(C)c2C)CC1)CC3,25,7,31,-3,3.3,102,97,38*,0
COc1cc(OC)cc(C(=O)Nc2ncn[nH]2)c1,5,.,-6,-8,.,93,112,2,77*
CCCCCCCCCCCCCCCC[n+]1ccc(C(N)=O)cc1,-11,9,18,-13,.,95,86,0,0
COc1ccc(NC(=O)NN2CCOCC2)cc1OC,5,2,11,6,0.6,102,90,8,0
NS(=O)(=O)c1cccn1-c1ncc(C(F)(F)F)cc1Cl,4,3,7,5,-5.2,116,109,6,3
CC(O)[C@H]1CC[C@H]2[C@@H]3CC[C@H]4C[C@H](O)CC[C@]4(C)[C@H]3[C@H](O)C[C@]12C (stereo partly specified),1,3,-7,-9,.,79,86,5,0
COc1cc(COc2ccc3c(C)c(Cc4ccccc4)c(=O)oc3c2)cc(OC)c1OC,-2,-7,-3,1,0.9,95,89,1,4
CSc1ccccc1NC(=O)CN(C)CC(=O)Nc1c(F)cccc1F,1,2,-1,0,-0.8,90,94,-2,2
Cc1ccc(SCC(=O)NNC(=O)CCS(=O)(=O)c2ccccc2)cc1,.,.,5,2,.,107,124,.,0
COc1cc(C(=O)Nc2ccc(Cl)c([N+](=O)[O-])c2)cc(OC)c1OC,-9,-1,5,13,-0.9,106,101,-2,4
COc1ccc(OC)c(NC(=O)CCN2CC(C)OC(C)C2)c1 (stereo unspecified),2,0,2,8,0.3,107,105,6,0
CC(=O)Nc1ccc(C(=O)CS(=O)(=O)c2ccc(C)cc2)cc1,2,5,-7,-3,-1.9,103,94,4,0
CC(C)C[C@H](NC(=O)c1[nH]cnc1C(=O)Nc1ccc(Cl)cc1)C(=O)OC(C)(C)C,11,-7,9,8,2.5,93,88,7,0
COc1ccccc1CNC(=O)C1COc2ccccc2O1 (stereo unspecified),4,-1,5,1,1.9,102,100,0,52*
O=C(Cc1ccccc1)NC1CCN(C(=O)c2ccc([N+](=O)[O-])cc2)CC1,.,.,.,-2,-0.7,99,96,.,0
CCN1CCN(CC(=O)N2N=C(c3cccs3)CC2c2ccc(OC)c(OC)c2)C(=O)C1=O (stereo unspecified),6,-3,7,4,-1.2,96,89,-1,2
CC(C)N(C(=O)COC(=O)c1cccnc1Cl)c1ccccc1,.,.,-1,6,.,103,100,.,0
CC(C)C(NC(=O)c1ccccc1)C(=O)NCc1ccccn1 (stereo unspecified),3,-6,-2,5,0.2,99,93,7,0
Cc1cccc(OCC(=O)N(C)CC(=O)Nc2cccc(F)c2)c1C,-3,.,-7,-3,.,89,84,2,8
Cc1ccnc(NC(=O)CCC(=O)N(CC(=O)NC(C)(C)C)c2ccc3c(c2)OCO3)c1,3,1,2,2,0.4,104,105,1,0
CCC(=O)N1C(=O)CCN(C(C)=O)c2ccccc21,5,2,4,8,-0.3,93,98,3,0
COc1ccccc1N1CCN(c2ccc(S(=O)(=O)N3CCN(C)CC3)cn2)CC1,.,.,3,6,.,91,83,.,0
CN1CCCN(Cc2ccccc2Br)CC1,1,0,4,-2,0.1,98,101,-2,0
Cc1cc(-c2ccccc2)[nH]c(=O)c1S(=O)(=O)c1ccccc1,-1,1,0,-7,-0.4,101,109,8,0
CCC(CC)C(=O)NCCc1cc2c(C)ccc(C)c2[nH]c1=O,3,3,2,0,2.4,98,96,4,0
Cc1cc(=O)c2ccc3ccccc3c2[nH]1,3,-4,-4,5,2.5,104,100,2,2
Cc1ccc(-c2nnc(NC(=O)C3=COCCO3)o2)c(C)c1,6,-2,-11,-4,0.5,104,93,0,0
O=C(CNC(=S)N(Cc1ccccc1F)C1CCCCC1)NCCN1CCOCC1,10,7,3,-12,1.1,101,101,1,0
CCc1nc2oc3ccccc3c(=O)c2c(=O)n1Cc1ccc(OC)cc1,-2,-3,2,2,-1.1,101,101,-2,0
Cc1cc([N+](=O)[O-])ccc1NCc1ccco1,5,1,5,15,0.3,97,96,0,1
COc1ncc(-c2ccc3c(c2)S(=O)(=O)c2cccc(C(=O)NCc4ccco4)c2C3=O)cn1,3,.,3,-1,.,76,105,7,3
O=C(NC1(C(F)(F)F)C(=O)Nc2c1c(=O)[nH]c(=O)n2Cc1ccco1)C1CCCCC1 (stereo unspecified),3,-6,5,-1,-0.1,98,92,3,0
COc1ccc(C(=O)NNC(=S)Nc2ccccc2)cc1,2,0,-6,11,0.4,95,88,5,0
CCC(Oc1ccccc1)C(=O)Nc1ccccc1C(=O)N1CCCCC1 (stereo unspecified),3,3,5,14,0.3,103,.,4,15
O=C(CSc1nc2ccccc2c(=O)[nH]1)Nc1ccc([N+](=O)[O-])cc1,.,.,3,-2,.,103,107,.,0
CCOC(=O)C1CCCN(C(=O)c2ccc3c(c2)N(C)C(=O)/C(=C/c2ccccc2Cl)S3)C1 (stereo unspecified),-3,-1,2,2,-5.0,99,99,-4,1
CCn1c(COc2ccccc2C)nnc1SCC(=O)N1CCC(C)CC1,-9,2,-2,7,-1.0,96,94,-5,0
CCOC(=O)c1cc(NC(=O)CNCC(c2ccccc2)N(C)C)cc(C(=O)OCC)c1 (stereo unspecified),-10,3,-1,-8,-1.3,97,94,-5,0
Cc1cc(C)cc(NC(=O)CCc2nc3sc4c(c3c(=O)[nH]2)CCCC4)c1,0,-9,-11,9,-1.7,110,111,-6,3
CC(=O)Nc1cc(Cl)ccc1OS(=O)(=O)c1ccc(C)cc1,-7,-5,6,0,-0.6,94,86,-2,0
CC12CCC(C(=O)N(c3ccccn3)c3ccccn3)(OC1=O)C2(C)C (stereo unspecified),11,7,5,4,-1.3,106,101,3,2
Cc1cc(N(C)Cc2ccccc2)nc(-c2ccccc2)n1,5,4,2,2,-2.2,99,90,2,1
CSc1cccc(NC(=O)COC(=O)c2ccccn2)c1,-8,.,2,-14,.,101,102,-3,0
COC(=O)C1C(=O)C2=C(CC1C)NC(=O)CC2c1cccc(C)c1 (stereo unspecified),-4,0,0,-7,-0.4,102,102,8,1
O=C(Nc1ccccc1)N(c1ccccc1)C1C=CS(=O)(=O)C1 (stereo unspecified),4,0,-3,-3,-2.1,85,89,5,0

# Entries of single compounds, looked up by structure:
# Shown for Cc1ccc(-c2nnc(NC(=O)C3=COCCO3)o2)c(C)c1 : MCL1-BIM inh: 6; Fam108B counter: -2; GLD-1 TGE inh: -11; VLA-4 inh: -4; MEX-5 binding: 0.5; AGP1-GFP MLPCN: 104; CIT2-GFP yeast: 93; Bcl-xL primary: 0; GRK2 aptamer HTS: 0
# Shown for Cc1cc(=O)c2ccc3ccccc3c2[nH]1 : MCL1-BIM inh: 3; Fam108B counter: -4; GLD-1 TGE inh: -4; VLA-4 inh: 5; MEX-5 binding: 2.5; AGP1-GFP MLPCN: 104; CIT2-GFP yeast: 100; Bcl-xL primary: 2; GRK2 aptamer HTS: 2

# (continued)
SMILES,MCL1-BIM inh,Fam108B counter,GLD-1 TGE inh,VLA-4 inh,MEX-5 binding,AGP1-GFP MLPCN,CIT2-GFP yeast,Bcl-xL primary,GRK2 aptamer HTS
COc1ccc(/C=C(\NC(=O)c2ccccc2)C(=O)NNC(=O)CCN2CCOCC2)cc1,7,1,13,0,-3.1,93,100,5,0
Cc1cccc(C)c1NC(=O)N1CCN(C2CCCCC2)CC1,3,2,5,1,0.2,100,99,1,0
O=C(O)COc1ccc(/C=C/c2nc(-c3ccccc3O)n[nH]2)cc1,5,0,10,-2,-101*,117,112,8,4
COc1cccc(-c2nc(CS(=O)CC(=O)NC3CCCC3)c(C)o2)c1 (stereo unspecified),2,2,-5,-16,2.4,108,102,4,2

# Structures above containing a Cl atom, in the order listed:
SMILES,MCL1-BIM inh,Fam108B counter,GLD-1 TGE inh,VLA-4 inh,MEX-5 binding,AGP1-GFP MLPCN,CIT2-GFP yeast,Bcl-xL primary,GRK2 aptamer HTS
NC(=O)COC(=O)CCSc1ccc(Cl)cc1,0,5,-2,4,0.3,101,101,2,4
Cn1cc(CN2CCCC(C(=O)c3cccs3)C2)c(-c2cccc(Cl)c2)n1 (stereo unspecified),-1,0,8,6,2.0,95,98,-1,0
NS(=O)(=O)c1cccn1-c1ncc(C(F)(F)F)cc1Cl,4,3,7,5,-5.2,116,109,6,3
COc1cc(C(=O)Nc2ccc(Cl)c([N+](=O)[O-])c2)cc(OC)c1OC,-9,-1,5,13,-0.9,106,101,-2,4
CC(C)C[C@H](NC(=O)c1[nH]cnc1C(=O)Nc1ccc(Cl)cc1)C(=O)OC(C)(C)C,11,-7,9,8,2.5,93,88,7,0
CC(C)N(C(=O)COC(=O)c1cccnc1Cl)c1ccccc1,.,.,-1,6,.,103,100,.,0
CCOC(=O)C1CCCN(C(=O)c2ccc3c(c2)N(C)C(=O)/C(=C/c2ccccc2Cl)S3)C1 (stereo unspecified),-3,-1,2,2,-5.0,99,99,-4,1
CC(=O)Nc1cc(Cl)ccc1OS(=O)(=O)c1ccc(C)cc1,-7,-5,6,0,-0.6,94,86,-2,0
